Screening results from PubChem.
Shiga toxin inh: blocks Shiga toxin action in Vero cells; Vero cells, Shiga toxin protein synthesis inhibition reporter; inhibition, % at 38.7 µM; actives 9.2% (n = 290,000); in the data active means inhibition mostly above about 28%, no sharp cut-off; inactive means mostly below about 43%; further: 0% is about no effect
Pf growth 48h: P. falciparum growth inhibition at 48 hours (one generation); P. falciparum luciferase growth in erythrocytes, 48 h; Potency, µM (series often up to 28.7 µM), inactives show at the top dose activity change, negative = inhibition, most hits filed as inhibitors; actives 5.9% (n = 310,000); further: potency means the concentration at half of the fitted maximal effect; on the % scale 0 is the no-effect control and ±100 the full control effect
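Compounds are pin-transferred into medium, infected erythrocytes (2% hematocrit, 0.1% parasitemia final) are added, and plates sit one parasite generation at 37 C in 5% CO2. Detection reagent is then added and luminescence measured.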
Cycloheximide cs: counter-screen hit for Shiga toxin inhibitors, cycloheximide; cell reporter, cycloheximide protein synthesis inhibition counterscreen; max response, %; actives 12% (n = 300,000); in the data active means max response mostly above about 13%, no sharp cut-off; inactive means mostly below about 14%; further: read at 38.3 µM for the half of the compounds with a filed dose; 0% is about no effect
Sm TGR inh: blocks Schistosoma mansoni thioredoxin glutathione reductase; AID 485364; purified TGR, DTNB reduction, TNB absorbance 405 nm; Potency, µM (top dose mostly 114 µM), for inactives: top-dose activity change, negative = inhibition, actives largely listed as inhibitors; actives 3% (n = 360,000); further: potency means the concentration at half of the fitted maximal effect; on the % scale 0 is the no-effect control and ±100 the full control effect; nearly all actives have a fitted effect of over 60% in size
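Kinetic colorimetric format: TGR-catalysed, NADPH-driven DTNB reduction monitored via TNB absorbance. Enzyme dispensed at 20 nM; compound exposure 15 min at room temperature before reaction start.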
Pf growth 96h: inhibits malaria parasite growth, 96 h; AID 504834; actives 6.9% (n = 320,000); P. falciparum luciferase reporter growth, 96 h; Potency, µM (series often up to 28.7 µM), inactives show top-dose activity change, negative = inhibition, actives largely listed as inhibitors; further: potency means the concentration at half of the fitted maximal effect; on the % scale 0 is the no-effect control and ±100 the full control effect
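Parasite growth measured via integrated firefly luciferase reporter in P. falciparum. Infected erythrocytes at 2% hematocrit, 0.05% parasitemia final were treated 96 hours at 37 C under 5% CO2, and luminescence was read.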
FBPA Giardia inh: blocks Giardia fructose-bisphosphate aldolase activity. AID 2451. actives 0.71% (n = 290,000). purified Giardia FBPA. Potency, µM (doses to about 59.6 µM), without a hit: top-dose activity, negative = inhibition, most hits filed as inhibitors; further: potency means the concentration at half of the fitted maximal effect; on the % scale 0 is the no-effect control and ±100 the full control effect; nearly all actives have a fitted effect of over 55% in size
Target sequence (A8B2U2 whole entry, looked up): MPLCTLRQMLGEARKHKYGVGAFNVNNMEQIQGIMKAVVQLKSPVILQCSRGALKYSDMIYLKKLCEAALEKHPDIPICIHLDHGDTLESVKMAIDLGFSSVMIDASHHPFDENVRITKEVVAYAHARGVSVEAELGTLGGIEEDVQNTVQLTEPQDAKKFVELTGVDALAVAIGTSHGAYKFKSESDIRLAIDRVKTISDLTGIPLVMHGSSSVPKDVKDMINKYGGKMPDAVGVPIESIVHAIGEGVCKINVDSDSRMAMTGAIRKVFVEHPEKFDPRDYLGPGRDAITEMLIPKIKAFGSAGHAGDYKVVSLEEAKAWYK
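40 nM FBPA preincubated 10 min at RT with compound (up to 57.5 uM final), then substrate plus GAPDH/TPI/NAD/arsenate coupling and diaphorase/resazurin added. Fluorescence read after 20 min at RT, 525/598 nm.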
* hit, by the source's call; i = inactive; ? = inconclusive; . = no result given; & = joins results of further samples; [ ] = remark or other dose. Unless noted, the call rests on the fitted dose curve; in most records, active means well fitted curve in the direction sought with a large enough effect; inconclusive means small, poorly fitted or top-dose-only effect, or another doubt; inactive means no such curve, though single readings can be large; an effect the other way counts as inactive or inconclusive.

SMILES	Shiga toxin inh	Pf growth 48h	Cycloheximide cs	Sm TGR inh	Pf growth 96h	FBPA Giardia inh
O=[N+]([O-])c1c(Nc2ccccc2O)cc(Cl)c2nonc12	1	12µM*	-10	0.63µM*	2%	-7%
O=C(NNC(=O)c1ccccc1Cl)c1ccc2c(=O)n3c(nc2c1)CCC3	.	-16%	.	-2%	-88%	.
N=C1/C(=C/c2ccc(OCc3ccccc3F)cc2)C(=O)N=C2SC(CC(=O)N3CCOCC3)=NN12	85*	8%	23*	-14%	-5%	7%
C=CCOc1cccc(/C=N/NC(=O)C(OC)c2ccccc2)c1 (configuration not stated)	.	-16%	-2	-3%	13µM*	4%
CC(/C=C/c1ccccc1)=N\Nc1ccccc1[N+](=O)[O-]	89*	97%[activator]	32*	-9%	-26%	-1%
O=C(NCc1nc2ccccc2[nH]1)C1=C[C@H](c2csc3ccccc23)C[C@H](OCc2ccc(CO)cc2)O1	3	12µM*	-3	20%	15µM*	-3%
COC(=O)c1ccc(SCC(=O)NC2CCCCC2)c([N+](=O)[O-])c1	20	-1%	8	7%	54%[activator]	5%
O=[N+]([O-])c1ccccc1S(=O)(=O)Nc1cccc(-c2ccc(N3CCCC3)nn2)c1	.	12%	.	-5%	7%	.
O=C(N/N=C/c1sc(N2CCOCC2)nc1-c1ccccc1)c1ccccc1O	10	5.2µM*	6	-10%	1.9µM*	-28%
Cc1cccc(CSc2nnc(C)c(=O)n2N)c1	-13	14%	-1	2%	28%	-2%
Cn1ncc([N+](=O)[O-])c1C(=O)Nc1nc2ccccc2n1CCN1CCCCC1	-6	?	3	0%	-17%	-3%
CCCNC(=O)NC(=O)CSc1ccc2c(c1)OCCO2	-14	22%	-2	-8%	.	1%
CC(=O)N1CCCc2cc(S(=O)(=O)N3CCCC(C(=O)N4CCN(c5cccc(Cl)c5)CC4)C3)ccc21 (configuration not stated)	-12	4.1µM*	8	-1%&7%	?	-3%
COc1ccc(/C=N/NC(=O)c2ccccc2O)cc1Cn1cc([N+](=O)[O-])cn1	39	35%[activator]	24*	1%	59%[activator]	5%
Cc1ccc(-c2cc(C(=O)Nc3cc(C)on3)no2)cc1	26	9%	-2	15%	43%[activator]	2%
COCCSc1ncnc2c1oc1nc3c(cc12)COC(C)(C)C3	30	6%	23*	-19%	-1%	1%
COCCN(C(=O)c1csnn1)C(C(=O)NC1CCCCC1)c1sccc1C (configuration not stated)	12	.	10	0%	41%[activator]	-7%
Cc1nc(C)c(C(=O)N/N=C/c2cn(C)c3ccccc23)s1	-12	.	-5	0%	20%	-11%
COc1cc(/C=C/C(=O)NNc2c(F)c(F)cc(F)c2F)ccc1OC(F)F	-8	.	-5	10%	-28%	0%
NC(=O)N/N=C/c1cc(Br)ccc1OC(=O)c1ccccc1	12	13%	-2	1%	-16%	1%
O=S(Cc1cc(Oc2ccccc2)nc(-c2ccccc2)n1)c1ccccc1 (configuration not stated)	17	?	-3	3%	?	1%
CC1CCN(C(=O)COC(=O)c2ccc3c(c2)OCO3)CC1	82*	149%[activator]	34*	2%	246%[activator]	5%
COc1cc2c(cc1OC)[C@@H]1O[C@](c3ccsc3)(C2)Oc2cc(C)n(-c3ccccc3)c(=O)c21	i	2%[5.75 µM]	-1	-16%[22.9 µM]	1.5µM*	10%[12.9 µM]
COc1ccc(S(=O)(=O)N2CCCCCC2)cc1C(=O)Nc1cc(C)ccn1	.	9.3µM*	.	0%	10µM*	.
O=C1/C(=C\Nc2ccc(OC(F)(F)F)cc2)CCN1c1ncccn1	19	65%[activator]	18	?	.	-10%
Cc1ccc(NC(=O)COc2ccccc2)cc1Cl	102*	?	17*	13%	-5%	9%
CC(C)(CC(=O)O)CC(=O)NCc1c(Cl)cccc1Sc1ccc(Cl)cc1	2	-8%	1	12%	0%	13%
Cc1nn(CCc2n[nH]c(=S)n2C)c(C)c1Br	-22	21%	-4	-2%	.	-23%
CCOc1ccc(-c2ncncc2-c2ccc(OC)cc2)c(O)c1	-6	7.4µM*	-5	0%	?	-5%
COc1ccccc1CNC(=O)CSc1nn2c(=O)c(C(C)(C)C)nnc2s1	13	2.9µM*	-6	4%	?	-11%
COc1cc(-c2nnc(NC(=O)c3ccco3)o2)cc(OC)c1OC	.	2%	.	-3%	?	.
CNC(=O)c1snnc1-c1ccccc1	-8	.	-7	-19%	-21%	4%
Nc1nc(-c2ccc3c(c2)OCCO3)cs1	79*	100%[activator]	50*	-33%	.	-1%
CC(=O)Nc1ccc(/C(C)=N/NC(=O)c2ccncc2)cc1	39	22%	12	8%	1%	-3%
COc1ccc(C2CC(=O)C=C(O)C2)cc1 (configuration not stated)	5	5%	-2	4%	-13%	10%
Cc1cc(C)c(S(=O)(=O)N2CCOC2CNC(=O)C(=O)NCCc2c[nH]c3ccccc23)c(C)c1 (configuration not stated)	-12	?	-2	-13%	?	0%
COc1ccccc1NC(=O)NNC(=O)CCN1CCOCC1	26	?	4	-2%	70%[activator]	-1%
NS(=O)(=O)c1ccc(CNC(=O)CCCSc2ccccc2)cc1	-15	-9%	7	-18%	-3%	4%
CCCC(=O)Nc1ncnc2c1ncn2[C@@H]1O[C@@H]2OP(=O)(O)OC[C@H]2[C@H]1OC(=O)CCC	.	-3%	.	-12%	4%	.
CCCCNc1nc2ccccc2n1CC(=O)N1CCc2ccccc2C1	-13	12µM*	-10	-8%	3.7µM*	2%
N#Cc1c(NC(=O)CN2CCOCC2)oc(-c2ccccc2)c1-c1ccccc1	9	-12%	-3	-7%	.	-13%
NS(=O)(=O)c1ccc(Nc2c([N+](=O)[O-])cncc2[N+](=O)[O-])cc1	.	-10%	-4	?	?	-7%
CCOc1ccc(S(=O)(=O)NCCC(=O)Nc2ncccc2C)cc1	0	?	-1	-2%	-6%	15%
Cc1ccc(NC(=O)c2nc3nccc(C)n3n2)c(C)c1	80*	176%[activator]	30*	5%	196%[activator]	11%
CCC1c2ccc(C)n2CCN1C(=O)Nc1cc(Cl)ccc1OC (configuration not stated)	8	-28%	-2	-33%	?	-3%
CCOc1ccc(NC(=O)CSc2nnc(-c3cc(C)[nH]n3)n2N)cc1	-4	?	-3	0%	?	.
Cn1nc(-c2ccc(Cl)cc2)c2cc(C(=O)NCCCN3CCCC3)sc21	-5	.	-3	8%	?	-10%
COc1ccc(-n2c(O)c(C(C)=NCc3ccc4c(c3)OCO4)c(=O)[nH]c2=O)cc1	-4	2%	1	6%	-1%	-2%
COC(=O)C1CCN(c2cnccn2)CC1	-8	58%[activator]	4	9%	?	1%
C=C(C)Cn1c(N(CCO)Cc2ccccc2)nc2c1c(=O)[nH]c(=O)n2C	12	-4%	-3	0%	?	6%
CC1CCc2c(c3ccccc3[nH]c2=O)O1 (configuration not stated)	-15	.	8	18%	6%	2%
Cc1ccc(C(NC(=O)c2cccc(S(=O)(=O)N3CCN(C)CC3)c2)c2ccccc2)cc1 (configuration not stated)	.	15µM*	.	9%	?	.
Cc1cc(=O)n2nc(N3CCCC(C(=O)N4CCN(c5ccccc5)CC4)C3)sc2n1 (configuration not stated)	-7	?	-3	-4%	42%[activator]	-12%
Cc1ccc(N(C(C)C(=O)Nc2ccc(S(=O)(=O)N3CCOCC3)cc2)S(C)(=O)=O)cc1 (configuration not stated)	-9	?	-3	-9%	.	4%
CCN1C(=O)CC2(C[N+]3(C)CCC2CC3)C1=O (configuration not stated)	-8	-9%	-2	6%	-1%	6%
O=C(c1c(Cl)nc2sccn12)N(C(=O)c1c(Cl)nc2sccn12)c1ccc(Cl)cn1	187*	.	80*	5%	-5%	-3%
O=C(CNC(=O)c1ccco1)OCc1cccc(Cl)c1	18	7%	-1	45µM*	1%[5.75 µM]	4%
Cc1ccc2c(C(=O)CN3CCN(c4ccccc4)CC3)c(C)[nH]c2c1	-11	-4%	8	-13%	5%	5%
N#CCc1cc2ccc3cccc4ccc(c1)c2c34	11	21%	3	-3%	39%[activator]	-8%
CCN(CC)S(=O)(=O)c1cccc(-c2nn(-c3ccccc3)cc2/C=C(\C#N)C(=O)NCc2ccco2)c1	20	?	-4	5%	?	-1%

(next part)
SMILES	Shiga toxin inh	Pf growth 48h	Cycloheximide cs	Sm TGR inh	Pf growth 96h	FBPA Giardia inh
Cc1ccc(CS(=O)(=O)CCC(=O)NCCN2CCCCC2C)cc1 (configuration not stated)	-12	0%	3	29%	.	-4%
O=C(O)c1cccc(NS(=O)(=O)/C=C/c2ccccc2)c1	-7	.	-5	0%	9%	24%
C/C(=N/NC(=O)CNC(=O)c1cccnc1)c1ccccc1	8	-15%	5	6%	11%	-6%
CCOC(=O)N1CCC(N2CCN(S(=O)(=O)c3ccc(Cl)cc3)CC2)CC1	-3	?	4	?	.	?

Gathered by group, the compounds so far containing a Cl atom
SMILES	Shiga toxin inh	Pf growth 48h	Cycloheximide cs	Sm TGR inh	Pf growth 96h	FBPA Giardia inh
O=[N+]([O-])c1c(Nc2ccccc2O)cc(Cl)c2nonc12	1	12µM*	-10	0.63µM*	2%	-7%
O=C(NNC(=O)c1ccccc1Cl)c1ccc2c(=O)n3c(nc2c1)CCC3	.	-16%	.	-2%	-88%	.
CC(=O)N1CCCc2cc(S(=O)(=O)N3CCCC(C(=O)N4CCN(c5cccc(Cl)c5)CC4)C3)ccc21 (configuration not stated)	-12	4.1µM*	8	-1%&7%	?	-3%
Cc1ccc(NC(=O)COc2ccccc2)cc1Cl	102*	?	17*	13%	-5%	9%
CC(C)(CC(=O)O)CC(=O)NCc1c(Cl)cccc1Sc1ccc(Cl)cc1	2	-8%	1	12%	0%	13%
CCC1c2ccc(C)n2CCN1C(=O)Nc1cc(Cl)ccc1OC (configuration not stated)	8	-28%	-2	-33%	?	-3%
Cn1nc(-c2ccc(Cl)cc2)c2cc(C(=O)NCCCN3CCCC3)sc21	-5	.	-3	8%	?	-10%
O=C(c1c(Cl)nc2sccn12)N(C(=O)c1c(Cl)nc2sccn12)c1ccc(Cl)cn1	187*	.	80*	5%	-5%	-3%
O=C(CNC(=O)c1ccco1)OCc1cccc(Cl)c1	18	7%	-1	45µM*	1%[5.75 µM]	4%
CCOC(=O)N1CCC(N2CCN(S(=O)(=O)c3ccc(Cl)cc3)CC2)CC1	-3	?	4	?	.	?
